Shiga toxin inh: A qHTS for Small Molecule Inhibitors of Shiga Toxin; Vero cells, Shiga toxin protein synthesis inhibition reporter; inhibition, % at 38.7 µM; 290,000 tested, 9.2% active; AID 2315, 2010; in the data active = inhibition mostly above about 28%, no sharp cut-off; inactive = mostly below about 43%; note: 0% is about no effect
Sm TGR inh: qHTS Assay for the Inhibitors of Schistosoma Mansoni Peroxiredoxins; Schistosoma mansoni thioredoxin glutathione reductase (TGR), Q962Y6; purified TGR, DTNB reduction, TNB absorbance 405 nm; Potency, µM (top dose mostly 114 µM), for the others: top-dose activity change, negative = inhibition, most hits filed as inhibitors; 360,000 tested, 3% active; note: potency is the fitted concentration of half-maximal effect; % is set by controls: 0 for no effect and ±100 for the full control effect; nearly all actives have a fitted effect of over 60% in size
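Kinetic colorimetric format: TGR-catalysed, NADPH-driven DTNB reduction monitored via TNB absorbance. Enzyme dispensed at 20 nM; compound exposure 15 min at room temperature before reaction start.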
FBPA Giardia inh: qHTS Assay for Inhibitors of Fructose-1,6-bisphosphate Aldolase from Giardia Lamblia; A8B2U2; purified Giardia FBPA; Potency, µM (series often up to 59.6 µM), for the others: at the highest dose activity, negative = inhibition, actives largely listed as inhibitors; 290,000 tested, 0.71% active; note: potency is the fitted concentration of half-maximal effect; % is set by controls: 0 for no effect and ±100 for the full control effect; nearly all actives have a fitted effect of over 55% in size
Target sequence (A8B2U2 whole entry, looked up): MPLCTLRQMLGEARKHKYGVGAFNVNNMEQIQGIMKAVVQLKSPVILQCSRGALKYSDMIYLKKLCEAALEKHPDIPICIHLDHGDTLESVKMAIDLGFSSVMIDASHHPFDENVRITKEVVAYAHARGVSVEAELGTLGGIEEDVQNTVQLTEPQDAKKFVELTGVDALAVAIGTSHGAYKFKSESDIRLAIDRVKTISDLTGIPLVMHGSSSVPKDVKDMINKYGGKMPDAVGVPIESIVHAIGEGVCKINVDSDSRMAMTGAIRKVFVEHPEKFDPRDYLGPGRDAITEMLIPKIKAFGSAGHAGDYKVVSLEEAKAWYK
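40 nM FBPA preincubated 10 min at RT with compound (up to 57.5 uM final), then substrate plus GAPDH/TPI/NAD/arsenate coupling and diaphorase/resazurin added. Fluorescence read after 20 min at RT, 525/598 nm.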
CHX counter: Cycloheximide Counterscreen for Small Molecule Inhibitors of Shiga Toxin. cell reporter, cycloheximide protein synthesis inhibition counterscreen. max response, %. 300,000 tested, 12% active; in the data active = max response mostly above about 13%, no sharp cut-off; inactive = mostly below about 14%; note: read at 38.3 µM for the half of the compounds with a filed dose; 0% is about no effect
Pf growth 48h: Primary qHTS for delayed death inhibitors of the malarial parasite plastid, 48 hour incubation; Potency, µM (titrated, usually from 28.7 µM), for inactives: at the highest dose activity change, negative = inhibition, most hits filed as inhibitors; 310,000 tested, 5.9% active; P. falciparum luciferase growth in erythrocytes, 48 h; AID 504832, 2011; note: potency is the fitted concentration of half-maximal effect; % is set by controls: 0 for no effect and ±100 for the full control effect
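Here the parasites carry a stable luciferase gene and grow inside erythrocytes in Albumax-based RPMI medium with compound for one erythrocytic cycle. Activity is scored as loss of luminescent signal.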
Pf growth 96h: Primary qHTS for delayed death inhibitors of the malarial parasite plastid, 96 hour incubation; AID 504834, 2011; 320,000 tested, 6.9% active; Potency, µM (titrated, usually from 28.7 µM), without a hit: top-dose activity change, negative = inhibition, usual class: inhibitors; P. falciparum luciferase reporter growth, 96 h; note: potency is the fitted concentration of half-maximal effect; % is set by controls: 0 for no effect and ±100 for the full control effect
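Cell-based qHTS: luciferase-tagged P. falciparum in erythrocytes (2% hematocrit, 0.05% parasitemia final) incubated with compounds for 96 hours, 37 C, 5% CO2; luciferase detection reagent then added and luminescence measured.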
An asterisk follows results filed as active; u = inconclusive; x = no result given; & = joins results of further samples; [ ] = remark or other dose. Unless noted, calls come from the whole dose curve; as a rule, active = well fitted curve in the direction sought with a large enough effect; inconclusive = small, poorly fitted or top-dose-only effect, or another doubt; inactive = no such curve, though single readings can be large; an effect the other way counts as inactive or inconclusive.

SMILES	Shiga toxin inh	Sm TGR inh	FBPA Giardia inh	CHX counter	Pf growth 48h	Pf growth 96h
Cc1ccccc1-n1nc2c(c1NC(=O)c1ccco1)CS(=O)(=O)C2	-2	45µM*	-4%	0	18%	31%[activator]
Cc1cc(C)n2c(SCc3nnc(-c4cccs4)o3)nnc2n1	20	1%	5%	-2	u	-4%
CC1CCCN(S(=O)(=O)CCNC(=O)c2ccc3c(c2)OCO3)C1 (stereo not drawn)	x	-3%	x	x	u	27%
O=C(Cc1ccc(Nc2nc(=S)[nH]c3ccccc23)cc1)NC1CCCCC1	2	0%	5%	0	u	u
Cc1nn(C(=O)c2cccc([N+](=O)[O-])c2)c(C)c1Cl	-6	-2%	22%	-3	4%	u
COCCn1nc2cc(C(=O)NCC34CC5CC(CC(C5)C3)C4)ccc2c1OC	21	9%	4%	2	u	-3%
CCc1ccc(NC(=O)/C(C#N)=C/c2cn(CC(=O)O)c3ccccc23)cc1	-7	4%[57.1 µM]	-4%	-2	-3%	13%
COc1ccccc1N(C)S(=O)(=O)c1ccc(C(=O)NC2CCCCC2)cc1	x	0%	x	x	u	u
COc1ccc(NS(=O)(=O)c2ccc3c(c2)OCCO3)cc1OC	-2	1%	-8%	-3	24%	u
CCCn1c(C)nc2c(c1=O)c1nc3ccccc3nc1n2CCC1=CCCCC1	2	-21%	-1%	-3	u	u
COc1ccc(CNC(=O)C(C)OC(=O)C23CC4CC(CC(O)(C4)C2)C3)cc1 (stereo not drawn)	5	1%	-3%	0	-1%	7%
Cc1cc(Cl)ccc1OCC(=O)NNC(=O)c1cccnc1	-24	0%	x	8	12%	-17%
COc1ccc(OC)c(Nc2nc3nonc3nc2N2CCCCC2)c1	46	7%	4%	23	48%[activator]	199%[activator]
COc1cc(-c2nc(-c3ccc(-c4ccccc4)nc3OC)no2)cc(OC)c1OC	-4	0%	2%	-2	21%	-28%
CCC(Sc1nc(-c2cccc(OC)c2)c(C#N)c(=O)[nH]1)C(=O)Nc1nnc(C(C)C)s1 (stereo not drawn)	-3	37%[activator]	6%	4	30%[activator]	26%
CCc1nn(CC(=O)N2CCN(c3cc(C)ccc3C)CC2)c(=O)c2cc3occc3n12	10	0%&0%	x	-9	28%	0%
COc1ccccc1/C=C/C=N/NC(=O)CCn1cnc2ccccc21	27	-15%	6%	-2	-2%	u
CN(C)/C(Cn1cncn1)=C1/N=C(c2c(F)cccc2F)OC1=O	-1	-2%	3%	2	9%	31%[activator]
Cn1c(=O)c(=O)n(C)c2cc(S(=O)(=O)CCC(=O)N3CCCCC3)ccc21	-4	4%	-7%	-3	-3%	u
CC1CCCC(C)N1C(=O)CN1CCN(c2nc(-c3ccc(F)cc3)cs2)CC1 (stereo not drawn)	-8	0%	-2%	-1	12µM*	x
COc1cccc(C(=O)Nn2cnnc2)c1OC	x	5%	2%	-4	8%	2.1µM*
CCN(Cc1ccccc1)C(c1ccc(Cl)cc1)c1nnnn1C(C)(C)C (stereo not drawn)	-19	14%	0%	3	u	134%[activator]
COc1ccc(Cc2nnc(Nc3ccccc3OC)[nH]c2=O)cc1	-10	10%	1%	-2	u	-5%
CCN1C(=O)c2cccc3c(S(=O)(=O)Nc4ncccc4C)ccc1c23	-20	-1%	-10%	-3	-10%	6%
COc1ccc(-c2nc(N)ncc2Oc2ccccc2Br)c(O)c1	4	-11%	2%	-1	u	-18%
COc1ccccc1N1CCN(Cc2cccc(Br)c2)CC1	9	9%	u	-3	-12%	u
COc1ccccc1NC(=O)CSc1nnc(-c2ccccc2)o1	59	-1%	-10%	18	x	u
CCOC(=O)N1CCN(C(=O)CN(C)S(=O)(=O)c2ccc(Cl)cc2)CC1	-5	10%	2%	-2	22%	u
CCCn1c(C(C)Nc2nc(-c3ccc(Cl)c([N+](=O)[O-])c3)cs2)nc2cc(Cl)c(N3CCCCC3)cc21 (stereo not drawn)	5	-9%	-22%	3	u	u
CC1CN(C(=O)CCC(=O)N2CCN(c3ccccn3)CC2)c2ccccc2O1 (stereo not drawn)	0	0%	5%	-1	16%	-5%
Cc1ccsc1C(=O)OCC(=O)NCc1ccc2c(c1)OCO2	50	0%[11.4 µM]	1%	50	x	-33%
CC1CCc2sc(C(=O)NCc3ccccn3)cc2C1 (stereo not drawn)	x	-15%	x	x	57%[activator]	115%[activator]
C/C(CC(=O)Nc1c(C)cc(C)cc1C)=N\NC(=O)Cc1ccccc1	15	-15%	x	-6	37%[activator]	6%
O=C(CCN1C(=O)c2cccc3cccc(c23)C1=O)Nc1ccon1	-7	-6%	1%	1	41%[activator]	-17%
O=C(CCC1CCCN(C(=O)c2ccc3[nH]ccc3c2)C1)N1CCN(c2ccccn2)CC1 (stereo not drawn)	6	0%	1%	-2	u	400%[activator]
CC(C)n1c(-c2ccncc2)n[nH]c1=S	18	x	u	-4	15%	20%
Cc1[nH]nc(Nc2ccccc2)c1[N+](=O)[O-]	53	0%	3%	31*	92%[activator]	u
COc1ccccc1CN(Cc1cc2cc3c(cc2[nH]c1=O)OCCO3)Cc1nnnn1Cc1ccco1	-13	u	-20%	-2	u	1µM*
Cc1cc(C(=O)NC2CCCc3c2cnn3-c2cccc(C)c2C)n(C)n1 (stereo not drawn)	-12	-2%	6%	-1	-29%	0%
c1ccc2c(c1)CC(CN1CCNCC1)O2 (stereo not drawn)	-4	14µM*	-15%	-4	-15%	2%
COCCn1nnnc1CN1CCOCC1	6	-1%	-4%	-3	15%	-20%
COCCCn1c(=O)/c(=C\c2ccc(OC(F)F)c(OC)c2)s/c1=C(/C#N)C(=O)NCCOC	12	-2%	0%	-2	3%	15%
O=C(NCc1ccc(-c2csnn2)cc1)C1CC1	28	-2%	-2%	-3	-4%	19%
O=C(NCCCN=C1NS(=O)(=O)c2ccccc21)c1ccncc1	-17	8%	4%	-4	8%	x
CCN(CC(=O)Nc1ccc2c(c1)OCCO2)CC(=O)Nc1ccc2c(c1)OCO2	21	-11%	-8%	15	u	-36%
COc1ccc(-c2csc(NC(=O)c3cccc(N4C(=O)CCC4=O)c3)n2)cc1C	15	0%	2%	-1	-5%	-18%
COc1ccc(N(CC(=O)Nc2ccc(OC)c(OC)c2)S(=O)(=O)c2ccccc2)cc1Cl	-3	10%	-8%	-2	u	u
COc1ccc(NC(=S)NC(=O)c2cccnc2)cc1	13	22µM*	7.9µM*	12	0%	u

Six records drawn at random from the list so far:
SMILES	Shiga toxin inh	Sm TGR inh	FBPA Giardia inh	CHX counter	Pf growth 48h	Pf growth 96h
C/C(CC(=O)Nc1c(C)cc(C)cc1C)=N\NC(=O)Cc1ccccc1	15	-15%	x	-6	37%[activator]	6%
CN(C)/C(Cn1cncn1)=C1/N=C(c2c(F)cccc2F)OC1=O	-1	-2%	3%	2	9%	31%[activator]
O=C(CCC1CCCN(C(=O)c2ccc3[nH]ccc3c2)C1)N1CCN(c2ccccn2)CC1 (stereo not drawn)	6	0%	1%	-2	u	400%[activator]
COc1ccccc1NC(=O)CSc1nnc(-c2ccccc2)o1	59	-1%	-10%	18	x	u
Cc1cc(C)n2c(SCc3nnc(-c4cccs4)o3)nnc2n1	20	1%	5%	-2	u	-4%
CC1CCCN(S(=O)(=O)CCNC(=O)c2ccc3c(c2)OCO3)C1 (stereo not drawn)	x	-3%	x	x	u	27%

Other results:
SMILES	Shiga toxin inh	Sm TGR inh	FBPA Giardia inh	CHX counter	Pf growth 48h	Pf growth 96h
COc1ccc(CCNc2nc(-c3ccc(F)cc3)c(CC(=O)O)s2)cc1OC	-7	4%	1%	-2	-10%	u
O=C(NCC(c1ccco1)N1CCc2ccccc21)C(=O)Nc1ccc(F)cc1F (stereo not drawn)	x	0%	x	x	u	u
O=C(CCCSc1ccc(Cl)cc1)Nc1ccccc1O	31	-10%	4%	27*	-13%	13%
CC1(C)CC(=O)C(C=Nc2ccc(N)cc2)=C(O)C1	81*	-18%	-26%	40*	122%[activator]	53%[activator]
Cc1cccc(C(=O)Nc2ccc(Cl)cc2C(=O)c2ccccc2)c1	-9	-16%	9%	4	u	u
CN(N)c1nc(C(F)(F)F)nc2ccccc12	-17	4%	-2%	-5	-30%	8%
O=C(NCc1csc(-c2cccs2)n1)c1ccccc1	38*	-27%	10%	32*	50%[activator]	105%[activator]
Cc1c(CCOC(=O)C23CC4CC(CC(C)(C4)C2)C3)sc[n+]1CC(=O)c1ccccc1	-3	-12%	7%	3	u	140%
CCOC(=O)c1nnn(CC(=O)N2N=C(c3ccc(Cl)cc3)CC2c2ccc(OC)cc2)c1C(=O)OCC (stereo not drawn)	3	1%	-2%	1	u	u
Cc1cc(C)nc(SCCC(=O)N(C)C)n1	-12	0%	1%	-1	x	-13%
CC1CCN(C(=O)c2ccc(S(=O)(=O)NCc3ccco3)cc2)CC1	4	-8%	4%	12	1%	8%
CCCn1nnnc1NCc1ccc(CC)cc1	-9	6%	15%	15	6%	-7%
COCCCNc1nc2ccccc2[nH]c1=O	21	0%	0%	-1	3%	22%
COc1ccc2c(OC)c3ccoc3nc2c1OC	-1	20%	-7%	2	21%	-11%
COc1cccc(C(=O)N(Cc2ccco2)Cc2cc3cccc(C)c3[nH]c2=O)c1	-11	3%	3%	-5	-29%	-28%
O=C(c1ccc(S(=O)(=O)N2CCOCC2)cc1)N1CCN(c2ccc(F)cc2)CC1	-5	0%	0%	-5	-1%	x
COc1ccc(NC(=O)CN(C)C(=O)c2cccc3ccccc23)cc1	x	2%	x	x	u	15%
CCOC(=O)c1cc(-c2csc(-c3cccc(Cl)c3)n2)on1	-12	-5%	5%	13	u	8%
CCc1cccc(CC)c1NC(=S)Nc1ccccc1	-20	5%	3%	-1	u	17%
Cc1c(NC(=O)c2ccc(-c3ccc([N+](=O)[O-])cc3Cl)o2)c(=O)n(-c2ccccc2)n1C	-25	-21%[57.1 µM]	3%	-3	20%	9.3µM*
CC(NC(=O)COc1cccc(Br)c1)C(=O)O (stereo not drawn)	-23	0%	7%	-6	17%	3%
CC(C)(C)C(=O)Nc1nc(NC(=O)C(C)(C)C)nc(-c2ccccc2Cl)n1	-1	12%	4%	-2	-19%	-10%
COc1ccc(C(=O)N[C@H](C(=O)Nc2ccc(OC)nc2)C(C)C)cc1	23	-8%	-18%	15*	32%[activator]	x
Cc1ccc2c(c1)sc1nc(=O)n(-c3ccc(Cl)c(Cl)c3)c(=O)n12	0	2%&1%	10%	7	u	-2%
CCN(CC(=O)NCc1cccs1)c1ccc(S(=O)(=O)N2CCCC2)cn1	10	3%	7%	-4	23%	u
Cc1ccc(NC(=O)CSc2nnc(-c3ccco3)c(-c3ccco3)n2)cc1	1	u	u	15	-12%	u
CCS(=O)(=O)N1CCC(C(=O)Nc2ccc(C(C)=O)cc2)CC1	4	10%	6%	0	u	-9%
Cc1cc(C)c2c(CC(=O)Nc3nccs3)coc2c1	11	-4%	-2%	20*	39%[activator]	u
CCCCn1c(CCNC(=O)c2cccs2)nc2ccccc21	-5	-1%	-16%	6	26%	-11%
Cc1cccc(NC(=O)Nc2ccc(Cl)c(Cl)c2)n1	72*	20%	0%	27*	210%[activator]	-21%
CCOC(=O)C1(CCOc2ccccc2)CCN(Cc2cc(OC)c(O)c(OC)c2)CC1	-7	40µM*	u	-2	u	-28%
NC(=O)CC(NC(=O)Cc1cccc2ccccc12)c1ccc(N2CCN(c3ccc(F)cc3)CC2)c([N+](=O)[O-])c1 (stereo not drawn)	13	12%	-4%	-4	u	u
O=C(NCc1ccc2c(c1)OCO2)c1nc(Cn2ccc([N+](=O)[O-])n2)no1	-9	-1%	3%	-2	12%	u

Screening results (PubChem BioAssay)
